# Compound activity (PubChem BioAssay)
# PLCg1 inh: PLC-gamma1 (human) inhibition, primary screen; actives 0.84% (n = 370,000); purified PLC-gamma1, fluorogenic substrate, fluorescence; inhibition, % at 12.2 µM; in the data active = inhibition above about 9.5%
# MBD2 inh: MBD2-methylated oligo binding inhibition. Q9UBB5. TR-FRET, MBD2 binding to methylated oligonucleotide. inhibition, % at 4.4 µM. actives 0.31% (n = 370,000); in the data active = inhibition above about 13%
# Target sequence (Q9UBB5 whole entry, looked up): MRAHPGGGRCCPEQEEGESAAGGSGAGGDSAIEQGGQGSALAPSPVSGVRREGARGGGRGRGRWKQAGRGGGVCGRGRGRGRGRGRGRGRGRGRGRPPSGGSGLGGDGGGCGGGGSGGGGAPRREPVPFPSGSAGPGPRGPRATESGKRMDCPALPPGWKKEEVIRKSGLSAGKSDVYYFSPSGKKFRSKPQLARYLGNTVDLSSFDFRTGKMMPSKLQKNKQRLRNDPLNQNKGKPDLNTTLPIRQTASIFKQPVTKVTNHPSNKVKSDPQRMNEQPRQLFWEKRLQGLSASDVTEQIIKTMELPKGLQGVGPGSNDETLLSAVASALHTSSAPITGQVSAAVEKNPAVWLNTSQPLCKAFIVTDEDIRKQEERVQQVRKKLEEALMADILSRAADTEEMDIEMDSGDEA
# DAX1 inh-1: inhibitors of DAX1 repression of SF-1 activated StAR promoter | HEK293T StAR-luciferase reporter, SF-1/DAX-1 repression relief | inhibition, % at 6.8 µM | actives 1.1% (n = 370,000) | AID 652010;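 active = inhibition above the mean over all tested compounds plus 3 SD, cut at about 3.6% in these data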;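 note: 0% = DAX-1 cells with DMSO and 100% = cells lacking DAX-1 with DMSO; higher inhibition means more luminescence from relief of DAX-1 repression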
# DAX1 inh-2: NR0B1 (DAX1) inhibition | inhibition, % at 6.75 µM | HEK293 Gal4-DAX1 luciferase reporter, luminescence | AID 504766 | P51843 | actives 0.99% (n = 340,000);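 active = inhibition above the mean over all tested compounds plus 3 SD, cut at about 4.2% in these data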;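 note: 0% = DAX1-transfected cells with DMSO and 100% = empty-vector control cells with DMSO; inhibition shows as a rise in luminescence from relieved DAX1 repression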
# ADAM17 inh: ADAM17 inhibition, QFRET primary screen. P78536. recombinant ADAM17, EDANS/DABCYL FRET peptide cleavage. inhibition, % at 6.95 µM. actives 0.83% (n = 370,000). AID 720648;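 active = inhibition above the mean of compounds lying between control limits plus 3 SD, set per campaign, cut at about 8.5% in these data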;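 note: 0% = DMSO-only wells as the low control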
# Target sequence (P78536 215-824 limits assumed): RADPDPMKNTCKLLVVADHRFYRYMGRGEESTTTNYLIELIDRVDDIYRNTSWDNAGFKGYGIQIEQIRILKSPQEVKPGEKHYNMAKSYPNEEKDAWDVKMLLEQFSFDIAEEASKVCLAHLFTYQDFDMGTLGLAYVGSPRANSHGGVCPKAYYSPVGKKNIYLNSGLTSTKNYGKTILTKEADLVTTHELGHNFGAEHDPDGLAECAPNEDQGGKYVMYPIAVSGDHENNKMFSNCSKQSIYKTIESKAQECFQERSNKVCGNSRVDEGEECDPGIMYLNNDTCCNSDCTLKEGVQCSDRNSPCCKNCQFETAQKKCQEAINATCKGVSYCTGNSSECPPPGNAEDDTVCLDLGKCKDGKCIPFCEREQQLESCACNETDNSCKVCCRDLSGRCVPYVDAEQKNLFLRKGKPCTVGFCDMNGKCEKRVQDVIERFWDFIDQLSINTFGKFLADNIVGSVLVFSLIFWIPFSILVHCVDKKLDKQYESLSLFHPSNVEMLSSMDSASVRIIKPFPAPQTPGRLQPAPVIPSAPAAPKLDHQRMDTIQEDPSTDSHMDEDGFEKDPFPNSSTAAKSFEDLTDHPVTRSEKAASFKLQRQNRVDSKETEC
# ssDAF-12 act: activates DAF-12 receptor from parasite S. stercoralis; actives 1% (n = 370,000); activation, % at 6.8 µM; HEK293 ssDAF-12/GRIP1 lit1-tk-luc reporter, luminescence; % of 3 µM dafachronic acid response;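 active = activation above the mean over all tested compounds plus 3 SD, cut at about 0.9% in these data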;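 note: 0% = DMSO-only wells and 100% = 3 µM delta7-dafachronic acid wells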
# SMARCA2 activ: SMARCA2 function activation, primary screen | MG213 cells, MMTV-luciferase reporter, dexamethasone, overnight | activation, % at 9.1 µM | actives 1% (n = 370,000) | AID 652017; in the data active = activation above about 7.8%;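 note: 0% = vehicle wells and 100% = reference activator wells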
# Rev-erbA mod: modulates human Rev-erb alpha binding to DNA; P20393; AID 1259318; Rev-erbα–FITC-DNA binding, fluorescence polarization, 90 min; actives 0.79% (n = 370,000); activity, % at 10 µM;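 active = activity above about 14%, limit read from the data; passing the limit was not always enough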;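 note: 0% = DMSO wells with 35 nM protein and 100% = DMSO wells with 750 nM protein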
# hcDAF12 agonist: H. contortus DAF-12 activation, primary screen | AID 652067 | activation, % at 6.8 µM | HEK293 hcDAF-12 lit1-tk-luc reporter, luminescence; 0% DMSO, 100% Δ7-dafachronic acid | actives 1.4% (n = 370,000);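 active = activation above the mean of all tested compounds plus 3 SD, cut at about 5.5% in these data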;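 note: 100% = response to 3 µM Δ7-dafachronic acid high control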
# PLC-beta3 inh: blocks human PLC-beta3 enzyme activity; Purified PLC-beta3, fluorogenic substrate, fluorescence; actives 0.18% (n = 370,000); inhibition, % at 12.2 µM; AID 720704; Q01970; in the data active = inhibition above about 11%;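 note: 0% = median of compound wells on plate and 100% = full blocker control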
# hgDAF-12 ag: agonists of H. glycines DAF-12 nuclear receptor | HEK293 GAL4-hgDAF12 UAS-luciferase reporter, agonist luminescence; normalized to butyrate control | actives 1.8% (n = 370,000) | activation, % at 6.8 µM;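 active = activation above a cutoff set at the mean of all screened compounds plus 3 SD, cut at about 10% in these data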;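 note: 0% = DMSO wells and 100% = sodium butyrate wells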
# The depositor's hits bear a star; x = no result given.
SMILES	SMARCA2 activ	ssDAF-12 act	hcDAF12 agonist	DAX1 inh-2	hgDAF-12 ag	DAX1 inh-1	Rev-erbA mod	PLCg1 inh	MBD2 inh	ADAM17 inh	PLC-beta3 inh
Cc1ccc2nc(NC(=O)c3ccc(NS(=O)(=O)c4cccs4)cc3)sc2c1	2	0.1	3.8	-1.1	5.2	0.5	3	-30	-2	-5	-40
CC1Cc2cc(S(=O)(=O)N3CCCC(C(=O)N4CCCCC4)C3)ccc2N1C(=O)C1CC1 (stereo not drawn)	-2	-1.0	2.6	-0.1	1.4	-0.4	1	2	4	4	-11
COc1ccccc1N(CC(=O)NCc1ccccn1)S(C)(=O)=O	2	-1.2	1.2	0.2	-0.5	-0.3	4	3	-1	0	0
Cc1n[nH]c(=O)c2c(NC(=O)CSc3nnc(C4CC4)n3C)oc(C)c12	2	-0.9	-0.7	1.5	-1.1	-0.2	2	-4	0	-4	-8
CC[C@@]12C(=O)N(c3cccc(Cl)c3)C(=O)N1[C@H](c1ccc(Br)cc1)[C@@H]1C(=O)N(C(C)(C)C)C(=O)[C@@H]12	1	-0.3	-1.2	0.7	-0.6	0.1	1	0	-2	5	2
COc1ccc(NC(=O)c2cccc(Oc3ccc([N+](=O)[O-])cc3Cl)c2)cc1	-6	-2.6	-2.4	0.7	-1.3	-2.2	3	3	1	10*	2
O=C(NNC(=O)c1cccc(Cl)c1)NNC(=O)c1cccc(Cl)c1	-4	-0.3	-1.5	2.3	-3.1	0.8	4	0	6	-4	-1
Cc1ccc(NC(=O)c2noc3c2CCc2ccccc2-3)cc1	0	0.1	2.9	0.1	9.4	0.9	8	-3	4	-1	-1
CC(C)(CO)NC12CC3CC(CC(C3)C1)C2	-4	-0.8	-2.1	0.6	1.6	0.6	-2	5	6	-5	-8
CNC(=O)c1cccc2nc3ccccc3nc12	-2	-1.9	0.1	x	1.6	0.0	6	-2	-7	0	-5
C/C(=C\c1ccc(Br)cc1)C(=O)c1c(C)cc(C)[nH]c1=O	-1	-1.0	-0.3	-2.1	0.6	-0.8	1	0	-5	-1	-4
Cc1ccn2c(NC(=O)c3cccs3)c(-c3ccccc3)nc2c1	-2	-1.4	0.7	-1.3	0.2	-0.7	5	-4	0	-2	0
CC(=O)N1N=C(c2ccccc2)CC1c1ccc2c(c1)OCO2 (stereo not drawn)	0	-1.1	0.0	0.6	4.2	-0.2	-1	-1	1	-3	-4
Cc1cc(C)cc(NC(=O)Cn2ncn3c(cc4ccccc43)c2=O)c1	-1	-0.9	-1.1	-0.3	-2.0	0.1	8	-5	1	-9	-8
Cc1ccccc1OCC(=O)Nc1ccccc1-c1ccccc1	-3	-0.9	-1.5	-1.2	-0.6	0.3	1	1	-4	1	-4
COc1ccc(Nc2cc(C)nc3ncnn23)c(OC)c1	0	-1.2	1.0	4.1	0.0	-0.4	3	1	1	-1	4
Nc1cc(=O)nc(SCC(=O)Nc2cccc3ccccc23)n1CCc1ccccc1	-2	-0.9	-0.6	1.5	-0.6	0.1	0	-13	2	-13	-14
O=S(=O)(c1ccccc1)N1CCN(S(=O)(=O)c2ccc3c(c2)OCCO3)CC1	x	-0.8	-0.6	x	-5.0	x	0	-1	-5	-2	3
O=C(CSc1nnnn1Cc1ccccc1)N1CCN(c2ccccc2)CC1	2	-0.9	-0.2	-1.2	-2.4	-0.2	5	3	1	-2	2
Cn1c(/C(C#N)=N/O)nc2ccccc21	-1	-1.2	2.5	-0.3	-0.4	0.3	0	-3	-3	-1	-1
COc1ccc(S(=O)(=O)n2oc(=O)cc2-c2ccccc2)cc1	-2	-0.7	0.2	0.2	0.6	0.1	3	4	-2	2	4
CCOC(=O)CNC(=O)Cn1cnc2sc(C)c(S(=O)(=O)N3CCC(C)CC3)c2c1=O	0	-0.5	-0.6	0.3	-1.0	-0.4	2	1	0	-3	-1
C=CCc1cc(C=O)cc(OCC)c1OCc1ccc(Cl)cc1	-4	-1.4	-1.9	-0.6	-3.0	0.2	-1	2	-6	1	1
O=C(NCc1ccccc1)C(c1ccccc1)n1c(C2CC2)nc2ccccc21 (stereo not drawn)	4	1.9*	2.1	x	20*	6.1*	-2	-7	3	-8	-9
O=C1OC2(CCCCC2)OC(=O)C1=CNc1nc2ccccc2s1	-3	-1.6	1.8	-0.3	-0.3	0.8	-5	3	-4	-3	2
Cc1ccc(O)c(-c2cc3ccccc3[nH]2)c1	0	-1.4	0.7	2.9	5.7	0.6	-3	-76	2	-79	-97
CCCCc1c(O)c2ccccc2[nH]c1=O	1	-1.4	-0.6	-0.6	0.2	-0.4	1	-12	0	-17	-14
CC(=O)Nc1ccc(NS(=O)(=O)c2cc(C)sc2C)cc1	-3	-1.0	-1.8	-1.2	-0.9	0.1	0	0	3	-3	-1
CC(=O)c1ccc(OCc2cc(C(=O)N3CCCCCCC3)no2)cc1	1	-1.4	-1.6	-0.6	-1.3	-2.5	3	1	0	-2	-5
Cc1cccc(-c2nc3ccccc3c3nncn23)c1	0	-1.8	-1.8	-1.5	-2.6	0.2	1	5	-8	7	0

# Compound profiles (already shown). Values in the order: SMARCA2 activ	ssDAF-12 act	hcDAF12 agonist	DAX1 inh-2	hgDAF-12 ag	DAX1 inh-1	Rev-erbA mod	PLCg1 inh	MBD2 inh	ADAM17 inh	PLC-beta3 inh
# Listed for C=CCc1cc(C=O)cc(OCC)c1OCc1ccc(Cl)cc1 : -4	-1.4	-1.9	-0.6	-3.0	0.2	-1	2	-6	1	1
# Listed for Nc1cc(=O)nc(SCC(=O)Nc2cccc3ccccc23)n1CCc1ccccc1 : -2	-0.9	-0.6	1.5	-0.6	0.1	0	-13	2	-13	-14
# Listed for Cc1ccccc1OCC(=O)Nc1ccccc1-c1ccccc1 : -3	-0.9	-1.5	-1.2	-0.6	0.3	1	1	-4	1	-4
# Listed for O=C(NNC(=O)c1cccc(Cl)c1)NNC(=O)c1cccc(Cl)c1 : -4	-0.3	-1.5	2.3	-3.1	0.8	4	0	6	-4	-1

# The list continues:
SMILES	SMARCA2 activ	ssDAF-12 act	hcDAF12 agonist	DAX1 inh-2	hgDAF-12 ag	DAX1 inh-1	Rev-erbA mod	PLCg1 inh	MBD2 inh	ADAM17 inh	PLC-beta3 inh
COC(=O)c1sc2nc(C)nc(SCC(=O)N3CCC(C(=O)O)CC3)c2c1C	0	-0.8	1.7	-0.6	-1.7	-0.2	-1	1	2	-4	-4
Cc1ccc(S(=O)(=O)N2CCC(C(=O)NCc3ccccc3Cl)CC2)cc1	-1	-0.9	-1.4	-0.4	-1.6	-0.7	-6	-1	-1	1	-31
COc1ccc(-c2nnc(C)c3nocc23)cc1	-1	-2.0	-1.0	0.5	-1.0	-0.2	-13	-17	-3	-4	-32
Cn1c(SCC(=O)NCc2ccc3c(c2)OCO3)nnc1-c1cccs1	-1	-1.3	-1.1	0.7	-0.3	-0.9	0	5	-1	-1	-2
O=C(N[C@H]1c2ccccc2C[C@H]1O)[C@H]1O[C@@H](n2ccc(=O)[nH]c2=O)[C@H](O)[C@@H]1O	-1	-0.5	-2.1	x	3.7	0.3	-5	0	-2	-6	-3
CC(C)(C)NC(=O)Cn1c(SCC(=O)NC2CCCC2)nc2ccccc21	-3	-1.5	1.4	0.1	0.1	-0.2	1	-1	-2	-3	-3
CCOC(=O)C1CCN(C(=O)COC(=O)c2oc3ccccc3c2C)CC1	1	-1.1	1.0	0.1	1.2	0.9	0	5	1	-2	0
CC1=C(C(=O)OCc2ccccc2)N2C(=O)[C@@H](NC(=O)COc3ccccc3)[C@H]2SC1	0	-1.4	-0.9	2.0	1.7	-0.2	-5	-1	-1	-1	-1
CC(C)(C)NC(=O)C1C(c2ccccc2)=Nc2ccccc2N1C(=O)c1ccc(C(F)(F)F)cc1 (stereo not drawn)	-3	-0.1	0.6	x	5.2	1.6	-2	-3	-4	0	-12
COc1cccc2cc(C(=O)NCc3ccc(F)cc3)c(=N)oc12	-1	-0.5	1.8	1.1	-1.1	1.5	-1	-4	2	-1	-8
O=C(COC(=O)CC1CC2CCC1C2)NCc1ccc(F)cc1 (stereo not drawn)	-5	-0.9	-0.5	-0.5	-0.4	0.5	0	1	1	-2	3
CCOC(=O)N1CCC(N2CCN(Cc3ccc(C)o3)C(CCO)C2)CC1 (stereo not drawn)	-3	0.3	3.7	-0.6	-0.7	-0.9	5	0	3	-4	-6
Cc1ccnc(NC(=O)CCCOc2ccccc2)c1	1	0.5	2.5	-1.1	5.2	0.6	-3	2	7	-5	-4
CCOc1ccc(NC(=O)CSc2nc3cccnc3n2CCOC)cc1	-3	-1.1	1.0	-0.7	0.8	-2.2	0	4	2	-1	-2
CCCCCCN1C[C@@H](n2cc(COC(=O)c3ccccc3)nn2)[C@H](O)C[C@@H]1c1ccc(OC)cc1	7	-1.2	-0.9	-0.1	2.5	0.0	2	-3	-2	-1	0
CN(Cc1ccco1)C(=O)[C@@H](Cc1ccccc1)NC(=O)[C@H]1O[C@@H](n2ccc(=O)[nH]c2=O)[C@H](O)[C@@H]1O	1	-1.6	0.4	x	-1.6	0.7	4	5	-7	2	7
O=C(COC(=O)COc1cccc(F)c1)NCC1CCCCC1	-2	-0.8	-0.5	2.0	-1.1	-0.4	2	2	4	-6	-6
CCOC(=O)Cc1csc(NC(=O)NC2(C(F)(F)F)Oc3ccccc3O2)n1	-5	-1.3	-0.5	0.3	-3.5	-0.1	3	-3	1	-1	2
CN1CC(=O)NC1=NC(=O)C12CC3CC(CC(C3)C1)C2	-6	-1.0	-1.0	2.5	-1.3	1.9	-1	2	4	-3	0
CC1(C)N([O-])C2=C(c3ccccc3C2=O)[N+](=O)C1(C)C	-2	-1.4	0.2	1.9	-1.0	-0.7	2	-1	0	-3	2
Cc1ccc(C(=O)OCCc2sc[n+](Cc3ccccc3)c2C)cc1	1	-1.3	-2.1	-0.1	-0.9	-0.5	4	3	-3	0	2
CN(Cc1cnccn1)C(=O)CC1C(=O)NCCN1CC(c1ccccc1)c1ccccc1 (stereo not drawn)	-3	-1.4	-1.1	-0.8	-0.9	0.0	-2	-7	-4	-7	-16
Cc1ccc(NC(=O)C/C(N)=N/OC(=O)Nc2cccc(Cl)c2)cc1	3	-1.2	1.1	0.5	2.2	0.4	2	-6	-3	-3	-5
C#CCNC(=O)C1=C[C@H](C2CCCCC2)C[C@H](OCCCCO)O1	2	-1.5	-0.8	0.8	1.8	0.1	3	-3	3	-1	-4
Cc1onc(-c2ccccc2Cl)c1C(=O)OCC(=O)c1ccccc1	-2	-1.9	-1.2	-0.6	-1.1	-0.4	-1	0	1	2	-3
O=C(NC1(C(F)(F)F)N=C2SCCN2C1=O)c1cccnc1 (stereo not drawn)	-6	-1.3	1.6	-0.9	-2.7	0.7	-4	-1	1	-3	0
COC(=O)c1ccc(Cl)c(NC(=O)CN2CCOCC2)c1	0	-1.4	-1.8	0.0	-1.9	0.9	5	0	3	-9	2
O=C(CSc1nnc(CNC(=O)c2cccs2)o1)c1ccc(Cl)cc1	-5	-1.3	-2.5	-0.3	-1.3	-1.7	4	6	1	0	5
